Lipid storage S3: qHTS Assay for Lipid Storage Modulators in Drosophila S3 Cells; AID 2685; 320,000 compounds, 0.64% hits; Potency in µM for hits, for the others lipid storage change, negative = inhibition, % at the top dose, mostly 46.1 µM; Drosophila S3 cells, BODIPY lipid droplet fluorescence, 18-24 h; cells fed with added oleic acid; active = well fitted inhibition curve with a large enough effect in the signal ratio, with a control signal flat, not every such curve was filed as active; inconclusive = small, poorly fitted or top-dose-only effect, or effect the other way, or a change in a side signal; the % refers to the signal ratio
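Drosophila S3 cells loaded with oleic acid (400 uM, as added) and compounds at several concentrations; lipid droplets imaged by 488-nm laser-scanning cytometry, 500–530 nm intensity and object ratio to cell channel. Percent activity normalized to 20 uM Triacsin C.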
Lipid storage S3 cell count max: also measured in Lipid storage S3; calls as there; cell number change, %; measured here: cell count max response;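 cells counted by Cell Tracker Red CMTPX staining in the red channel; peak over a dose series mostly up to 46.1 µM; percent activity relative to internal control wells on each plate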
Starred values were filed as active, the others as inactive; i = inactive; u = inconclusive; x = no result given. % is scaled to controls: 0 for no effect and ±100 for the full control effect; potency is read from the fitted curve at half-maximal effect.

| SMILES | Lipid storage S3 | Lipid storage S3 cell count max |
| --- | --- | --- |
| CCC(OC(=O)c1nsc(Cl)c1Cl)C(=O)NCCc1ccccc1 (stereo unspecified) | u | x |
| C=CCn1c(N2CCN(c3ccc(OC)cc3)CC2)nc2c1c(=O)n(C)c(=O)n2C | 1% | 1 |
| CC1(C)CC(NC(=O)COc2ccc(Br)cc2Cl)CC(C)(C)N1 | u | x |
| c1ccc(CN(Cc2ccccc2)c2ncnc3c2nnn3Cc2ccccc2)cc1 | 10% | 4 |
| O=C(c1cc2ncc(Br)cn2n1)N1CCOCC1 | u | x |
| Cc1ccc(S(=O)(=O)CCc2nnc(NC(=O)CCl)s2)cc1C | u | x |
| CSc1ccc(/C=N\Nc2nncn2N)cc1 | u | x |
| O=C(NCc1ccco1)c1nc(-c2ccccc2)n(-c2ccccc2)n1 | 10% | -12 |
| COc1ccc(CC(=O)Nc2cccc(C(=O)O)c2C)cc1 | u | x |
| Cc1cc(C)n(-c2ccc(Cl)c(C(=O)Nc3cc(C(F)(F)F)ccc3Cl)n2)n1 | 5% | 6 |
| CC1CCCCN1c1nnc(NC(=O)c2cc(-c3ccc(Br)cc3)on2)s1 (stereo unspecified) | u | x |
| Cc1ccnc(N2CCC(C(=O)NCc3ccc4c(c3)OCO4)CC2)n1 | -3% | 6 |
| O=C(COc1ccccc1)N1CCN(S(=O)(=O)c2cccc([N+](=O)[O-])c2)CC1 | 4% | 9 |
| O=C(Nc1ccc(F)cc1)Nc1nnc(Cc2ccccc2)s1 | u | x |
| Cc1ccc(S(=O)(=O)n2[nH]c(=O)c(CCO)c2C)cc1 | 7% | -1 |
| CN1CCN(CCC(=O)Nc2ccc(F)c(F)c2)CC1 | -6% | 0 |
| O=C(NC(=S)Nc1nc2c(s1)CCCC2)c1ccc(C(=O)c2ccccc2)cc1 | u | x |
| O=C(COC(=O)[C@@H]1CC(O)CN1S(=O)(=O)c1ccc2c(c1)OCCO2)NCc1ccc(F)cc1 (stereo partly specified) | u | x |
| FC(F)(F)c1cc(-c2cccs2)nc(NCc2ccco2)n1 | 6% | -8 |
| O=C1c2ccccc2C(=O)N1Cc1nc2ccccc2c(=O)n1Cc1ccco1 | u | x |
| Cc1cc(C(=O)OCC(=O)c2c(N)n(C)c(=O)n(C)c2=O)c(C)n1-c1ccccc1 | i | 2 |
| COc1cccc(OC)c1C(=O)OCC(=O)NC(=O)NCc1ccccc1 | u | x |
| O=C(NC1CCCC1)C(c1ccccn1)N(C(=O)c1csnn1)C1CCCC1 (stereo unspecified) | 2% | 1 |
| Cc1ccc(S(=O)(=O)N(C)c2c(C)ccc(S(=O)(=O)NC(C)(C)C)c2C)cc1 | u | x |
| Cc1ccc(NC(=O)c2cc(-c3ccc(C)o3)nc3ccccc23)nc1 | u | x |
| Cc1cc(C)c2[nH]c(C(=O)Nc3ccc(F)cc3Br)cc2c1 | 12% | -2 |
| Cc1cc(C)n(CC(O)CN2C(=O)NC(C)(C)C2=O)n1 (stereo unspecified) | 8% | 7 |
| O=C(CCCc1nc(-c2ccccc2)no1)NCc1cccnc1 | u | x |
| Cc1ccc(C(C)C)c(OCC(=O)NS(=O)(=O)c2ccc(Cl)cc2)c1 | u | x |
| O=C(c1cccs1)N1CCC(c2nc3ccccc3s2)CC1 | 7% | -22 |
| CCOC(=O)c1nnn(-c2nonc2-n2cccc2)c1CN1CCCCC1 | 1% | -1 |
| O=C(O)CCC(=O)N1CCOc2ccc(Cl)cc21 | 23% | -8 |
| Cc1[nH]c2ccccc2c1C(=O)CSc1cccc[n+]1[O-] | 2% | 10 |
| CCN(CC)Cc1oc(CO)cc(=O)c1O | u | x |
| CCCCCn1c(N2CCN(Cc3ccccc3)CC2)nc2c1c(=O)[nH]c(=O)n2C | u | x |
| O=C1CCc2cc(S(=O)(=O)NCCC(=O)NC3CCN(Cc4ccccc4)CC3)ccc2N1 | u | x |

Entries from the list above that contain a thiophene ring, fused or not:
| SMILES | Lipid storage S3 | Lipid storage S3 cell count max |
| --- | --- | --- |
| FC(F)(F)c1cc(-c2cccs2)nc(NCc2ccco2)n1 | 6% | -8 |
| O=C(c1cccs1)N1CCC(c2nc3ccccc3s2)CC1 | 7% | -22 |

(list continues)
| SMILES | Lipid storage S3 | Lipid storage S3 cell count max |
| --- | --- | --- |
| O=C(Nn1c(-c2ccc(Br)cc2)nc2ccccc2c1=O)c1cccnc1 | 7% | 4 |
| Cc1ccc(S(=O)(=O)NC(C(=O)N2CCOCCOCCOCCOCC2)c2ccccc2)cc1 (stereo unspecified) | u | x |
| CCOc1ccccc1N(CC(=O)NCCc1ccccc1)C(=O)CCC(=O)Nc1ccccn1 | i | 17 |
| Cc1cc(OCC(=O)Nc2ccc(S(=O)(=O)N3CCN(C)CC3)cc2)ccc1Br | u | x |
| CCN(CC)C(=S)NC(=O)Cc1ccccc1 | 11% | 5 |
| CCCc1nnc2n1N=C(c1ccc(OC)c(OC)c1)CS2 | 11% | -3 |
| COc1ccc([N+](=O)[O-])cc1NC(=O)Nc1ccc(OC)c(OC)c1 | 13% | 11 |
| Cc1nc2ccccn2c1-c1ccnn1S(=O)(=O)c1ccc(F)cc1 | -11% | -20 |
| Cc1ccc(S(=O)(=O)n2nc(-c3ccco3)nc2N)cc1 | 12% | 11 |
| O=C(CSc1nnc(-c2ccccn2)n1Cc1ccco1)c1ccccc1 | u | x |
| CC(=O)N1SC(N)=NC1c1ccccc1 (stereo unspecified) | 7% | 14 |
| CCN(CC(=O)N1CCOCC1)S(=O)(=O)c1ccc(Cl)cc1 | u | x |
| CCOC(=O)C1(CCCc2ccccc2)CCN(C(=O)C(C)n2cncn2)CC1 (stereo unspecified) | -1% | 0 |
| CC(=O)c1ccc(NC(=O)C2CC(=O)N(C(C)C)C2)cc1 (stereo unspecified) | u | x |
| CCOC(=O)c1sc2nc(C)nc(SC(C)C(=O)NC3CC3)c2c1C (stereo unspecified) | u | x |
| COc1ccc(C(=O)OCCOc2ccccc2C(C)=O)c(O)c1 | i | x |
| CC(C)OP(=O)(OC(C)C)C(Nc1ccccn1)c1ccc(F)cc1 (stereo unspecified) | u | x |
| CCCCn1nc2cc(C(=O)NCCc3ccc(C)cc3)ccc2c1OCC | 1% | -11 |
| COc1ccc(NC(=O)CSc2ncnc3c2cnn3Cc2ccccc2)cc1OC | u | x |
| CC(=O)N1CCN(c2ccnc3cc(Cl)ccc23)CC1 | 4% | 7 |
| Cc1ccccc1OCC(=O)Nc1cc(S(=O)(=O)N2CCOCC2)ccc1N1CCCC1 | u | x |
| CCNC(=O)C(Cc1ccccc1)NC(=O)OCc1ccccc1 (stereo unspecified) | -27% | 11 |
| CCC1(C)OC(=O)N(CCCn2ccnc2C)C1(C)O (stereo unspecified) | -3% | -15 |
| Cn1cc(C(N)=O)c2ccccc21 | u | x |
| CC1CC(C)CN(S(=O)(=O)N2CCCC(C(=O)NC3CCCCC3)C2)C1 (stereo unspecified) | u | x |
| CCN(C(=O)C(C)OC(=O)C1C(C(=O)OC)=C(C)NC(C)=C1C(=O)OC)c1ccccc1 (stereo unspecified) | u | x |
| CCN(CC)S(=O)(=O)c1cc(Cl)ccc1OC | u | x |
| CCOC(=O)CCC(NC(=O)c1ccc(NCN2C(=O)CCC2=O)cc1)C(=O)OCC (stereo unspecified) | u | x |
| Cc1ccccc1OCC(=O)NCCC(=O)O | u | x |
| Brc1ccc(-n2c(SCc3nc4ccccc4[nH]3)nnc2-c2ccncc2)cc1 | 14% | -3 |
| O=C(c1cn(-c2ccccc2)nc1-c1ccc(Br)cc1)N1CCOCC1 | i | x |
| Cc1ccc2cc(C(c3nnnn3C3CCCC3)N(Cc3ccccc3)Cc3ccco3)c(=O)[nH]c2c1 (stereo unspecified) | i | -7 |
| O=C(O)CSc1nc(-c2ccccc2)nc2c1oc1ccccc12 | 19% | -9 |
| COc1ccc(NCC(=O)N/N=C(\C)c2cc3ccccc3o2)cc1 | 7% | -12 |
| Cc1nnc(C)n1/N=C/c1ccc(-c2ccccc2)cc1 | u | x |
| COc1ccc(C(=O)O)cc1S(=O)(=O)N(C)C | 6% | -2 |

Entries of single compounds, looked up by structure:
`COc1ccc(NCC(=O)N/N=C(\C)c2cc3ccccc3o2)cc1` as listed: Lipid storage S3: 7%; Lipid storage S3 cell count max: -12
`Cc1nnc(C)n1/N=C/c1ccc(-c2ccccc2)cc1` as listed: Lipid storage S3: u; Lipid storage S3 cell count max: x
`CC1CC(C)CN(S(=O)(=O)N2CCCC(C(=O)NC3CCCCC3)C2)C1` (stereo unspecified) as listed: Lipid storage S3: u; Lipid storage S3 cell count max: x

Further entries.
| SMILES | Lipid storage S3 | Lipid storage S3 cell count max |
| --- | --- | --- |
| O=C1/C(=C/c2cccnc2)Cc2ccc(Cl)cc21 | 24% | 25 |
| NS(=O)(=O)c1ccc(CCNC(=O)c2ccc([N+](=O)[O-])s2)cc1 | -18% | -24 |
| COc1cccc(OC)c1C(=O)Nc1ccc2c(c1)N(S(=O)(=O)c1cccs1)CCC2 | u | x |
| CC(C)=CC(O)C/C(C)=C/COc1ccc2ccc(=O)oc2c1 (stereo unspecified) | 5% | -3 |
| COc1cc(OC)c(C(=O)Oc2ccc3c(c2)OCO3)cc1OC | u | x |
| COc1ccc2nc(SCC(=O)Nc3cc(OC)c(OC)cc3C(=O)O)c(C)cc2c1 | 7% | 10 |
| CCC(C(=O)NCc1ccccn1)n1c2ccccc2c2nc(=O)cc(C)n21 (stereo unspecified) | u | x |
| CC(Sc1nnc(-c2cccnc2)o1)C(=O)NC1CCCC1 (stereo unspecified) | u | x |
| CCOC(=O)C(Oc1ccc2c(-c3ccccc3)cc(=O)oc2c1)c1ccccc1 (stereo unspecified) | u | x |
| CC1CCCCC1NC(=O)c1c(O)nc2ccccn2c1=O (stereo unspecified) | u | x |
| Cc1ccc(C(=O)NCCCNC(=O)COc2ccc(Cl)cc2)cn1 | u | x |
| COc1ccc(C)cc1N(CC(=O)Nc1ccc(S(=O)(=O)N2CCCC2)cc1)S(C)(=O)=O | u | x |
| CCc1nnc(NC(=O)CSc2ncc(-c3ccccc3)[nH]2)s1 | u | x |
| CCN(CC)S(=O)(=O)c1ccc(OC)c(NC(=O)c2cccc(C)c2[N+](=O)[O-])c1 | u | x |
| Cc1ccc(C(=O)NC(=S)Nc2cccc3c(C)cc(C)nc23)cc1 | u | x |
| Fc1ccc(-n2c(-c3ccc4ccccc4n3)n[nH]c2=S)cc1Cl | u | x |
| CCOc1cc(N2CCOCC2)c(OCC)cc1NC(=O)COC(=O)c1ccc(Cl)cc1N | u | x |
| COc1ccccc1N(CC(=O)NCCSCc1cccc(Cl)c1)S(C)(=O)=O | 5% | 8 |
| COc1ccc(C(=O)NN(C)c2nc(-c3ccccc3)nnc2C(F)(F)F)cc1 | u | x |
| C/C(=N/OC(=O)c1c(-c2c(F)cccc2Cl)noc1C)c1cnccn1 | -1% | 1 |
| CCn1nnc(NC(=O)COc2cc(C)ccc2C(C)C)n1 | u | x |
| COc1ccc(/C=C(\C#N)C(=O)NCC2CCCO2)cc1OC (stereo unspecified) | u | x |
| Cc1ncc(CN2CCC(CO)(Cc3ccccc3)CC2)s1 | -14% | -7 |
| CCOc1ccc(NC(=O)c2ccc3c(=O)n(-c4ccc(OC)cc4OC)c(=S)[nH]c3c2)cc1 | u | x |
| CCOC(=O)c1c(-c2ccccc2)nc2ccc(C)cn12 | 11% | 1 |
| O=C(NCc1nc2ccccc2[nH]1)c1ccccc1F | u | x |
| O=C1CCC(C(=O)N2CCc3c(Cl)cccc3C2)CN1CCCN1CCOCC1 (stereo unspecified) | -4% | 22 |
| O=C(Nc1ccc(O)cc1)/C(=C\C=C\c1ccccc1)NC(=O)c1ccccc1 | u | x |
| CN(C)CCCNC(=O)/C(=C/c1ccc(-c2ccc([N+](=O)[O-])cc2)o1)NC(=O)c1ccccc1 | u | x |
| O=S(=O)(/N=C(/Nc1ccc(F)c(F)c1F)c1ccccc1)c1ccccc1 | u | x |
| C=CCn1c(CCC(=O)O)ccc1-c1ccccc1 | i | 7 |
| CC(=O)Nc1cccc(NC(=O)CSc2ccc(-c3ccccn3)nn2)c1 | -4% | 9 |
| O=C(CN1C(=O)c2cccc3cccc1c23)NCc1ccncc1 | 12% | 7 |
| COCCn1c(C)cc(C2=NNC(=Nc3ccccc3)SC2)c1C | u | x |
| Cn1cc(CN2CCCC(CO)(Cc3ccccc3)C2)cn1 (stereo unspecified) | -5% | x |
| O=C(NNC(=S)Nc1cccc(Cl)c1)c1ccccc1OC(F)F | u | x |
| COc1ccc(C(=O)N[C@H](C(=O)N2CCN(c3ccccc3F)CC2)C(C)C)cc1 | u | x |
| O=C(Nc1nccs1)c1ccc(CSc2ccccc2)o1 | -13% | 14 |
| CC(=O)N/N=c1\sc2ccccc2n1C | u | x |
| CC(C)c1ccc2oc(-c3cc(N)ccc3O)nc2c1 | u | x |
| COc1ccc2[nH]c3c(NCCCOC(C)C)ncnc3c2c1 | u | x |
| CCCC[C@@H]1CNC(=S)N1CCCC | -2% | 0 |
| CC1(c2cccc(Br)c2)NC(=O)N(CC(=O)Nc2cccnc2Cl)C1=O (stereo unspecified) | u | x |
| CCOC(=O)C1CCCN1C(=O)c1ccc(OC)c(Br)c1 (stereo unspecified) | u | x |
| O=C(COc1ccc(S(=O)(=O)N2CCOCC2)cc1)Nc1cccc([N+](=O)[O-])c1 | u | x |
| COc1ccc(C(C(=O)NC2CCCCC2)N(C(=O)c2ccco2)c2ccccc2OC)cc1 (stereo unspecified) | u | x |
| COCCN(CC(=O)Nc1cccc(C)c1C)C(=O)c1ccc2ccccc2n1 | -3% | -11 |
| CCc1ccc(CC)c(S(=O)(=O)Nc2ccc(C(=O)O)c(O)c2)c1 | u | x |

The list is partial. The share of hits here may be higher or lower than overall.
